# Screens: PubChem, National Center for Advancing Translational Sciences (NCATS)
# Lamin A splicing – qHTS Assay for Modulators of Lamin A Splicing | HeLa LMNA splicing GFP/RFP minigene ratio, 48 h | AID 1487, 2009 | Potency, µM (titrated, usually from 46.1 µM), for inactives: at the highest dose ratio change, negative = inhibition, usual class: inhibitors | actives 0.01% (n = 200,000); active means well fitted inhibition curve with a large enough effect in the signal ratio, with a control signal flat, not every such curve was filed as active; inconclusive means small, poorly fitted or top-dose-only effect, or effect the other way, or a change in a side signal; the % refers to the signal ratio; further: potency means the concentration at half of the fitted maximal effect; on the % scale 0 is the no-effect control and ±100 the full control effect
#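 S3 HeLa stable clones carrying a lamin A-EGFP splicing minigene plus DsRed2 were seeded at 600 cells/well in Opti-MEM with 2% FBS, pin-dosed and incubated 48 h at 37°C. Acumen cytometry (488 nm) gave the GFP/RFP total-intensity ratio.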
# CBFb-RUNX1 inh – qHTS Assay for Compounds Blocking the Interaction Between CBF-beta and RUNX1 for the Treatment of Acute Myeloid Leukemia | Runt-related transcription factor 1 (Homo sapiens) + Core-binding factor subunit beta … | AlphaScreen CBFb-His/RUNX1-biotin binding, biochemical | Potency, µM (top dose mostly 59.8 µM), for the others: at the highest dose activity, negative = inhibition, hits mostly inhibitors | 230,000 tested, under 10 active; further: % of control where 0% means no effect
# Target sequence (Q01196 whole entry, looked up): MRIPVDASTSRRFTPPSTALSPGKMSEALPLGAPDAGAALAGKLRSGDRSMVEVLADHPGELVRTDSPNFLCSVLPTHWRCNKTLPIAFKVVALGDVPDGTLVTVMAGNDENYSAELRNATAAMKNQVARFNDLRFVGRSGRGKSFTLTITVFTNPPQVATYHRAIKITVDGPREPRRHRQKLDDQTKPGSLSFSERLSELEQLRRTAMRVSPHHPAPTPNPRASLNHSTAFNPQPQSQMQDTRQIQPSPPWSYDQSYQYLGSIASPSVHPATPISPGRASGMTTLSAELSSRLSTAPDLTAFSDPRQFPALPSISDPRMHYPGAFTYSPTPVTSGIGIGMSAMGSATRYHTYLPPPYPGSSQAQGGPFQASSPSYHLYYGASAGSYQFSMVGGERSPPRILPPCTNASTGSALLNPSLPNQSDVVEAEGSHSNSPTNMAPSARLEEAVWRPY
# Target sequence (Q13951 whole entry, looked up): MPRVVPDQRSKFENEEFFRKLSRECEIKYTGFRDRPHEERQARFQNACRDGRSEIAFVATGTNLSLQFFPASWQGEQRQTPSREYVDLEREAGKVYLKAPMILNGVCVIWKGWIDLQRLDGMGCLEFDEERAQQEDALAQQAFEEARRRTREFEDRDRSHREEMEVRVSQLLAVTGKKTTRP
#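 CBF-beta (His) and RUNX1 (biotin), 30 nM each; 20 min preassociation; + compound, 15 min; + beads 50 ng each (Ni, streptavidin), 90 min; RT; AlphaScreen read.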
# aGal spleen mod – qHTS Assay for Inhibitors and Activators of Human alpha-Galactosidase From Spleen Homogenate; Alpha-galactosidase A (Homo sapiens), P06280; human spleen homogenate, 4MU-alpha-Gal fluorescence, 40 min; Potency, µM (titrated, usually from 80 µM), without a hit: at the highest dose activity change, negative = inhibition, most hits filed as inhibitors; actives 0.008% (n = 240,000);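 further: potency means the concentration at half of the fitted maximal effect; 0% = enzyme with vehicle and -100% = no enzyme basal signal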
# Target sequence (P06280 32-429 limits assumed): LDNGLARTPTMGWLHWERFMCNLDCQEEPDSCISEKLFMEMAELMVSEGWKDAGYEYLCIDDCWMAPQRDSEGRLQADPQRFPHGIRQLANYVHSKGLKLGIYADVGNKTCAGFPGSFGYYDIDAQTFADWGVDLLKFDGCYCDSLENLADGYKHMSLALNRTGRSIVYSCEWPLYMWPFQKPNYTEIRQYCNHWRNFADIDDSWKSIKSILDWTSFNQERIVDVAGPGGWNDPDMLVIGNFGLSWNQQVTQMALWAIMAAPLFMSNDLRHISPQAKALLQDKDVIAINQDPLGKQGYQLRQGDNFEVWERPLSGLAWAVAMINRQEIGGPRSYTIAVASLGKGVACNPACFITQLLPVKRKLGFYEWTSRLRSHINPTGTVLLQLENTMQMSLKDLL
#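 Inhibition or activation of alpha-galactosidase in human spleen homogenate is scored by 4-MU fluorescence after 40 min at 37C, pH 5.0, with 1 mM substrate. AC50s come from concentration-response fitted to the Hill equation.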
# NPSR antagonist – qHTS Assay for Antagonists of the Neuropeptide S Receptor: cAMP Signal Transduction; Q6W5P4; CHO-NPSR cells, cAMP TR-FRET, antagonist mode; Potency, µM (top dose mostly 38.3 µM), inactives show at the highest dose activity change, negative = inhibition, actives largely listed as inhibitors; actives 1% (n = 220,000); further: potency means the concentration at half of the fitted maximal effect; on the % scale 0 is the no-effect control and ±100 the full control effect; nearly all actives have a fitted effect of over 50% in size; many of its hits are not listed in these tables
# Luc counter – Counterscreen for Luciferase (Kinase-Glo TM) Inhibition. Kinase-Glo luciferase, ATP luminescence, 8 min. Potency, µM (titrated, usually from 38.3 µM), inactives show top-dose activity change, negative = inhibition, hits mostly inhibitors. actives 0.28% (n = 200,000). AID 1379, 2008; further: potency means the concentration at half of the fitted maximal effect; on the % scale 0 is the no-effect control and ±100 the full control effect; nearly all actives have a fitted effect of over 60% in size
#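 Recombinant Kinase-Glo luciferase, 10 uM ATP (linear range), luciferin; imidazole pH 7.2 / KCl / MgCl2 / Tween / BSA buffer; 8 min RT; luminescence.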
# IMPase Li cell – qHTS Assay for Identifying the Cell-Membrane Permeable IMPase Inhibitors: Potentiation with Lithium; CHO-M1 cells, IP1 TR-FRET (IP-One), carbachol + lithium; Potency, µM (top dose mostly 59.4 µM), inactives show at the highest dose activity, negative = IMPase inhibition, actives largely listed as inhibitors; actives 0.35% (n = 210,000); AID 1457, 2008;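 further: IP1 builds up when IMPase is blocked and the TR-FRET signal falls; potency means the concentration at half of the fitted maximal effect; plate controls were basal vehicle for no effect and high inhibitor control for full effect; nearly all actives have a fitted effect of over 50% in size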
#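 IP1 accumulation measured by competitive TR-FRET in lysed CHO-M1 cells after 30 min compound exposure at 37C, with a small lithium addition to potentiate weak responses. Hill-equation AC50 from ratio and donor-channel data.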
# Epigenetic derep – Quantitative High-Throughput Screen for Regulators of Epigenetic Control. murine LDR cells, GFP reporter derepression, 30 h. Potency, µM (titrated, usually from 53.9 µM), inactives show at the highest dose GFP activation, hits mostly activators. actives 0.2% (n = 280,000). AID 1865, 2009; further: potency means the concentration at half of the fitted maximal effect; % of control where 0% means no effect; nearly all actives have a fitted effect of over 60% in size
#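 Reporter derepression read as number of fluorescent GFP-positive objects, 20-120 um in size, counted by laser-scanning cytometer. Mouse LDR line with an epigenetically silenced CMV-GFP locus; compound incubation 30 h, 37 C.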
# Starred values were filed as active, the others as inactive; ? = inconclusive; / = not tested or not shown; & = joins results of further samples; [ ] = dose if it differs, or a comment. Unless noted, the call rests on the fitted dose curve; in most records, active means well fitted curve in the direction sought with a large enough effect; inconclusive means small, poorly fitted or top-dose-only effect, or another doubt; inactive means no such curve, though single readings can be large; an effect the other way counts as inactive or inconclusive. This is a subset (hit frequency here may not be typical).
# Start of the data: the first 5 records as a preview:
SMILES,Lamin A splicing,CBFb-RUNX1 inh,aGal spleen mod,NPSR antagonist,Luc counter,IMPase Li cell,Epigenetic derep
C=CCn1c(=O)c(C(=O)NCCc2ccccc2)c(O)c2ccccc21,?,4%,-7%,-16%[46.1 µM],2%,15%[38.3 µM],-1.0%
CCOC(=O)N1CCN(C(=O)c2cnn3c(C)c(Cc4ccc(C)cc4)c(C)nc23)CC1,2%,3%,-3%,-11%[46.1 µM],/,/,-1.0%
COC(=O)c1ccc(NC(=O)Nc2ccc(F)cc2F)cc1,?,0%,6%,-2%,-6%,2%,-3.0%
CCC(=O)N1C(=O)CCN(C(C)=O)c2ccccc21,-11%,2%,-3%,4%[46.1 µM],0%,-9%,2.0%
CS(=O)(=O)Nc1ccc(C(=O)NCCSCc2ccccc2)cc1,/,1%,1%,4%,/,0%,-1.2%

# This part in full (from the top)
SMILES,Lamin A splicing,CBFb-RUNX1 inh,aGal spleen mod,NPSR antagonist,Luc counter,IMPase Li cell,Epigenetic derep
C=CCn1c(=O)c(C(=O)NCCc2ccccc2)c(O)c2ccccc21,?,4%,-7%,-16%[46.1 µM],2%,15%[38.3 µM],-1.0%
CCOC(=O)N1CCN(C(=O)c2cnn3c(C)c(Cc4ccc(C)cc4)c(C)nc23)CC1,2%,3%,-3%,-11%[46.1 µM],/,/,-1.0%
COC(=O)c1ccc(NC(=O)Nc2ccc(F)cc2F)cc1,?,0%,6%,-2%,-6%,2%,-3.0%
CCC(=O)N1C(=O)CCN(C(C)=O)c2ccccc21,-11%,2%,-3%,4%[46.1 µM],0%,-9%,2.0%
CS(=O)(=O)Nc1ccc(C(=O)NCCSCc2ccccc2)cc1,/,1%,1%,4%,/,0%,-1.2%
Cc1c(O)ccc(C(=O)COc2ccc(F)cc2)c1O,-1%,15%,8%,-26%[46.1 µM],/,/,-1.8%
Cc1cc(C)cc(OCC(=O)O/N=C(\N)c2ccccc2Cl)c1,/,?,3%,-2%,/,/,0.1%
Cc1cc(NC(=O)Cn2c(=O)c3c(ncn3CCC(C)C)n(Cc3ccccc3)c2=O)no1,0%,1%&9%,-3%&13%,-27%[46.1 µM],1%,11%[38.3 µM],1.2%&1.0%
COc1ccc(OCC(=O)N/N=C/c2ccc(OC)c(OC)c2C(=O)O)cc1,-6%,3%,7%,5%[46.1 µM],1%,4%,2.3%
CCOc1ncccc1C(=O)N(C)CC(=O)Nc1ccc(C)cc1,-10%,1%,-4%,16%,4%,-5%,1.0%
CCc1ccccc1NC(=O)COC(=O)C1CC(=O)N(c2ccc(F)cc2)C1 (centres undefined),-10%,4%,-5%,-4%[46.1 µM],-1%,-2%,0.0%
CN1CCN(c2ccc(NC(=O)c3ccc4c(c3)OCCO4)cc2)CC1,-7%[46 µM],0%,7%,-3%,1%,9%,-0.6%
Cc1cc(-c2ccccc2)nc2oc(C(=O)NN)c(N)c12,/,10%,10%,37%,/,/,-0.5%
CCOc1ccc2nnc(-c3ccc(Br)cc3)n2n1,-8%,1%,-3%,0%,4%,10%,-1.0%
N#Cc1ccc(NC(=O)CCc2nc3ccccc3s2)cc1,-14%,?,3%,6%,1%,-15%,-3.0%
COc1cc(OC)cc(C(=O)N2CCC(C(=O)Nc3ccc4c(c3)OCCO4)CC2)c1,7%,10%,-2%,-2%,-2%,0%,1.1%
Cc1ccc([N+](=O)[O-])c(OCCCNCC(C)O)c1 (centres undefined),-18%[46 µM],1%,3%,11%,-1%,0%,-1.2%
CCCCCCCCCCCCCCCCCCNC(=O)OCC(COP(=O)([O-])OCC[n+]1ccsc1)OC (centres undefined),?,-24%,-5%,0%[46.1 µM],-4%,15%,2.3%
Cc1cc(C)c2c(=O)n(CC(=O)NCCCN3CCN(c4ccccc4F)CC3)sc2n1,-9%,-5%,19%,28%[46.1 µM],11µM*,50%[activator][38.3 µM],-0.8%
CC(Sc1nc(-c2ccc(F)cc2)cs1)C(=O)Nc1ccc(Cl)cn1 (centres undefined),-6%,-3%,-3%,-2%,-2%,13%,-0.1%
O=C(CCc1nc(-c2cccs2)no1)NCc1ccc(F)cc1Cl,-3%,1%,-7%,-6%[46.1 µM],16%,-2%[38.3 µM],-0.2%
O=C(COc1ccccc1)N1CCN=C1SCc1ccccc1F,/,17%,12%,0%,/,/,0.2%
Cn1c(-c2sccc2OCc2ccccc2)n[nH]c1=S,1%,-1%,-7%,-18%[46.1 µM],7%,9%[38.3 µM],4.9%
COc1ccc(CCc2nc(-c3ccc(-n4cccc4)cc3)no2)cc1,-6%,2%,6%,-13%[46.1 µM],-5%,6%[38.3 µM],2.7%
COc1cc(C)nc(N2CCCC(C(=O)Nc3cccc(Cl)c3C)C2)n1 (centres undefined),?,1%,1%,0%[46.1 µM],-6%,-3%[38.3 µM],0.9%
CCOc1ccc(C2CC(c3ccccc3C)n3nc(N)nc3N2)cc1 (centres undefined),-6%,6%,3%,-6%[46.1 µM],-2%,33%[38.3 µM],0.0%
C=CCNc1nc(NCCN2CCOCC2)nc(N2CCOCC2)n1,2%,6%,-8%,-13%[46.1 µM],-2%,22%[38.3 µM],-1.1%
CN(C)c1ccc(C2CC(c3cccc(NS(C)(=O)=O)c3)=NN2C(=O)c2ccccc2)cc1 (centres undefined),?,?,9%,52%,3%,5%,2.6%
O=C(CNC(=O)c1ccccc1F)NC1CC1,-11%,1%,-1%,2%[46.1 µM],1%,-7%,-1.0%
COC(=O)CSc1nc2cc(C)cc(C)c2cc1C#N,-8%,10%,2%,?,0%,7%[38.3 µM],0.8%
CCc1ccc(-c2cc(C(=O)N/N=C/c3ccccn3)[nH]n2)cc1,/,?,-16%,-45%,0%,-1%,0.8%
CCOCc1cn(CC(=O)c2ccc([N+](=O)[O-])cc2)c(C)nc1=N,?,-4%,-4%,2%[46.1 µM],-5%,51%[activator][38.3 µM],-2.0%
O=[N+]([O-])c1cccc(S(=O)(=O)NCCc2cn3ccccc3n2)c1,/,-6%,-4%,11%,/,/,0.0%
CSc1ccc(-c2nc(CN3CCCCC3c3cccnc3)c(C)o2)cc1 (centres undefined),/,-25%,1%,20%,3%,10%,-0.6%
O=C(c1ccc(Cn2c(=S)[nH]c3ccc(Br)cc3c2=O)cc1)N1CCN(C2CCCCC2)CC1,/,1%,-4%,-54%,-1%,11%,2.7%
Cn1cc(/C=C/C(=O)N2CCCC(C(=O)c3cccc4ccccc34)C2)cn1 (centres undefined),/,2%,3%,28%,/,/,2.5%
COc1cccc(NC(=O)CC2C(=O)NC3CCCCC3N2C(=O)c2ccc(F)cc2)c1 (centres undefined),-2%,-2%,6%,-9%[46.1 µM],-4%,22%[38.3 µM],-1.4%
O=C(c1ccc([N+](=O)[O-])cc1)N1CCSC1c1ccccc1 (centres undefined),-1%,-4%,-8%,-2%[46.1 µM],3%,12%,0.0%
CC1CN(c2cc(=O)n(-c3ccccc3)c(=O)[nH]2)CC(C)O1 (centres undefined),-12%,2%,-4%,-2%[46.1 µM],3%,20%[38.3 µM],0.0%
COc1ccc(OC2C=CC(c3ccccc3)OC2CO)cc1 (centres undefined),/,17%[13.1 µM],1%[17.5 µM],/,/,/,0.0%[10.1 µM]
Cc1nn2c(N3CCCC3)cc(C(C)C)nc2c1-c1ccccc1,3%,11%,-9%,-8%[46.1 µM],4%,22%[38.3 µM],-1.7%
COCCNC(=O)NC12CC3(C)CC(C)(CC(C)(C3)C1)C2,-18%[46 µM],1%,0%,-17%,1%,5%,-0.3%
CCOc1ccc(NC(=O)CN2C(=O)S/C(=C/c3cccn3C)C2=O)cc1,?,4%,-6%,34%,-3%,0%,-1.0%
COc1ccc(NC(=S)N2CCN(Cc3ccco3)CC2)c(OC)c1,-6%,-2%,-5%,8%,4%,4%,-1.0%
O=C(CSc1nc2ccccc2c(=O)n1-c1ccccc1)NCc1ccco1,?,?,0%,-15%[46.1 µM],0%,?,3.8%
NC(=O)c1ccc(NC(=O)COC(=O)c2ccc3c(c2)OCCO3)cc1,/,11%,1%,1%,/,/,1.1%
COc1cccc(-c2cc(C(=O)N3C(C)CCCC3C)no2)c1 (centres undefined),7%,0%,-8%,?,-5%,24%[38.3 µM],1.8%
Cc1cc(C(=O)NCc2cccs2)ccc1[N+](=O)[O-],-6%,-2%,1%,-2%,-2%,18%,0.0%
Cc1cc(=O)[nH]c(N/N=C/c2ccc(OC(=O)c3ccco3)cc2)n1,-15%,10%,-9%,2%,-2%,8%,-1.1%
COc1ccc(C(=O)n2ccc(C)n2)cc1Br,-7%,9%,-3%,-4%[46.1 µM],0%,20%[38.3 µM],-2.1%
O=C1NN(c2ccccc2)C(=O)/C1=C/c1ccc(Sc2cccc3ccccc23)o1,?,?,3%,?,-2%,-1%,-1.1%
CC(C)C(NC(=O)c1ccccc1F)C(=O)Nc1ccc2c(c1)OCO2 (centres undefined),/,0%,12%,-13%,3%,3%,3.8%
COc1ccccc1C(=O)Nc1ccc(N2CCN(Cc3ccccc3)CC2)cc1,-14%,-7%,1%,-20%[46.1 µM],-5%,27%[38.3 µM],-9.5%
Cc1onc(-c2c(Cl)cccc2Cl)c1C(=O)c1c[nH]c(C(=O)NC2CC2)c1,-6%,9%,-8%,-2%[46.1 µM],3%,1%,-0.9%
Cc1ccc(-c2ccc(/C=N/N=C3/NC(=O)C(CC(=O)O)S3)o2)c([N+](=O)[O-])c1 (centres undefined),1%,-8%,-5%,-9%[46.1 µM],19%,1%[38.3 µM],-1.0%
Cc1cccc(OCC(=O)Nc2nc3ccc([N+](=O)[O-])cc3s2)c1C,14%,-1%,0%,-14%[46.1 µM],-2%,0%[38.3 µM],-2.3%
COc1cc(C(=O)NC(=S)Nc2ccc3oc(=O)ccc3c2)cc(OC)c1OC,20%,-1%,0%,-7%[46.1 µM],1%,?,-1.1%
COc1ccc2cc(S(=O)(=O)N3CCCCCC3)ccc2c1,/,1%,-7%,-26%,-2%,27%,2.2%
